# TcdB GH inh: TcdB glycohydrolase inhibitors, primary screen, biochemical, single point, plate reader. 350,000 tested, 0.24% active. Toxin B (Clostridioides difficile), P18177. AID 652162, 2013. inhibition, % at 9.99 µM. TcdB glycohydrolase enzymatic assay; in the data active = inhibition above about 10%
# CCHF vOTU inh: CCHFV vOTU protease inhibitors, primary screen, biochemical, Pep-AMC substrate, fluorescence | Crimean-Congo hemorrhagic fever virus L polyprotein viral ovarian tumor (vOTU) protease … | inhibition, % at 11.5 µM | 370,000 tested, 0.55% active; in the data active = inhibition above about 30%; also: 0% = vehicle wells with enzyme and 100% = no enzyme wells
# Anthrax LF prot: Bacillus anthracis LF protease inhibitors, primary screen, biochemical, multiplex microsphere, MLPCN library. inhibition, % at 10 µM. 360,000 tested, 0.12% active. multiplex microsphere protease cleavage assay. Lethal factor (Bacillus anthracis), P15917; also: plate controls were buffer without enzyme for full effect and enzyme alone for no effect
# Target sequence (P15917 whole entry, looked up): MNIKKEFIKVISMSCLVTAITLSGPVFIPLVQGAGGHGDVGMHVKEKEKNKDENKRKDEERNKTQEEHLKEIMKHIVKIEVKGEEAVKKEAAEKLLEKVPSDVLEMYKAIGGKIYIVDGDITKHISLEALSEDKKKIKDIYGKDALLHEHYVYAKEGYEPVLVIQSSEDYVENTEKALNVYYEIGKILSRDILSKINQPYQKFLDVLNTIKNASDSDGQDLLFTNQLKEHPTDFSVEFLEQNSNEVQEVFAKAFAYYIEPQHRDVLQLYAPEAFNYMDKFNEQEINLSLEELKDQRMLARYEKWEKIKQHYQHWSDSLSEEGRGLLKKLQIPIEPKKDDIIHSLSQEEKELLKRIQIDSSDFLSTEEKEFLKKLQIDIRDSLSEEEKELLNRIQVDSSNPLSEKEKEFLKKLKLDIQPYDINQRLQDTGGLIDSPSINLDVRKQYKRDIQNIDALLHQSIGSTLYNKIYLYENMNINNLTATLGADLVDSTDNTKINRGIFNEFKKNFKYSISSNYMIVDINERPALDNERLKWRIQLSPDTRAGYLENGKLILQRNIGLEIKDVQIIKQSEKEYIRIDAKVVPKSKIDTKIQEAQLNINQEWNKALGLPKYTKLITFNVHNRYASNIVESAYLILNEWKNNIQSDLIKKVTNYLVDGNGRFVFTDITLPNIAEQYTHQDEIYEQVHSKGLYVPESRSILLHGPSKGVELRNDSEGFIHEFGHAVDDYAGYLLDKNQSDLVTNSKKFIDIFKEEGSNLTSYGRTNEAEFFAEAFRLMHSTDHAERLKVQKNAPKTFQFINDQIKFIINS
# 3CLpro inhibitor: SARS-CoV 3CLpro protease inhibitors, primary screen, biochemical, quenched FRET | recombinant SARS-CoV 3CLpro, quenched FRET peptide cleavage | inhibition, % at 6 µM | 290,000 tested, 0.14% active | AID 1706, 2009; in the data active = inhibition above about 12%
# DUSP3 inh: VHR1 phosphatase inhibitors, primary screen, biochemical, absorbance, uHTS. recombinant VHR phosphatase, pNPP absorbance. inhibition, % at 13.3 µM. 290,000 tested, 0.52% active. AID 1654, 2009; in the data active = inhibition above about 50%; also: some compounds called inactive have numbers as strong as hits
# Target sequence (P51452 whole entry, looked up): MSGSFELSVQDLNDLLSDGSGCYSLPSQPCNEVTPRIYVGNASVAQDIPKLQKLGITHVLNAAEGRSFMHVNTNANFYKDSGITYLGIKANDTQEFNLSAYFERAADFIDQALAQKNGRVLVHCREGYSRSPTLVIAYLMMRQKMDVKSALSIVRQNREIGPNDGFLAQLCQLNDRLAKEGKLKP
# BoNT-A LC inh2: BoNT/A light chain protease inhibitors, primary screen, biochemical, flow cytometry, MLPCN library; 360,000 tested, 0.17% active; Botulinum neurotoxin type A light chain protease (Clostridium botulinum A str. ATCC 3502); multiplex microsphere protease substrate cleavage; inhibition, % at 10 µM; also: plate controls were buffer without enzyme for full effect and enzyme alone for no effect
# Vc quorum ag: inducers of Vibrio cholerae quorum light production without autoinducers, primary screen, BH1578 luxS cqsA deficient, single point. V. cholerae BH1578 lux reporter, luminescence, 6 h. activation, % at 18.7 µM. 350,000 tested, 0.16% active; in the data active = activation mostly above about 9.7%, no sharp cut-off; inconclusive = no clear call, values can overlap the other calls; inactive = mostly below about 3.7%; also: not every result past the cut was called active; inactives centre near 0; reference of the scale not given here
# Y pestis TopoI: Yersinia pestis topoisomerase I inhibitors, primary screen, biochemical, cleavage product accumulation, plate reader, single point. DNA topoisomerase I (Yersinia pestis CO92). Y. pestis Topo-I cleavage product accumulation. activity, % at 10 µM. 360,000 tested, 0.064% active. AID 504884, 2011; in the data active = activity above about 50%, passing the limit was not always enough; inconclusive = no clear call, values can overlap the other calls; also: inactives centre near 2
# PfHsp40 rescue: rescue of yeast from PfHsp40 toxicity, primary screen, S. cerevisiae, ATP luminescence; S. cerevisiae expressing PfHsp40, growth rescue; 340,000 tested, 0.68% active; growth rescue, % at 12.5 µM; in the data active = growth rescue above about 28%, passing the limit was not always enough; inconclusive = no clear call, values can overlap the other calls;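 also: yeast W303a lacking pdr1 and pdr3 grown in galactose medium; growth measured after three days at 30 °C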
# PriA SSB inh: inhibitors of Klebsiella pneumoniae PriA binding to SSB C-terminal tail, primary screen, biochemical, AlphaScreen | PriA–SSB C-terminal tail interaction (Klebsiella pneumoniae) | AlphaScreen SSBct-PriA binding, biotinylated peptide | inhibition, % at 33 µM | 430,000 tested, 0.6% active | AID 1272365, 2023; in the data active = inhibition mostly above about 37%, no sharp cut-off; inactive = mostly below about 20%;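 also: plate controls were negative control peptide for no effect and reference peptide for full effect; strong numbers were not always called active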
# Active calls of the source: *; i = inactive; ? = inconclusive; / = no result given. Rule as the data show it, unless noted: active = inhibition above about 30%; inconclusive = no clear call, values can overlap the other calls; inactive = below that. The list is partial; rates above refer to the full screens.
SMILES,TcdB GH inh,CCHF vOTU inh,Anthrax LF prot,3CLpro inhibitor,DUSP3 inh,BoNT-A LC inh2,Vc quorum ag,Y pestis TopoI,PfHsp40 rescue,PriA SSB inh
CC1CCCN(C(=O)COC(=O)c2ccc(=O)n(Cc3ccccc3)n2)C1 (stereo not given),3.1,6,-1,/,/,-1.6,i,-1,/,-10
CC1CCN(C(=O)c2nc[nH]c2C(=O)N2CCc3ccccc3C2)CC1,1.7,-10,-4,/,/,-0.7,-0.4,11,-1.7,-3
O=C(c1ncc[nH]1)c1cccs1,1.4,5,-29,-2,9,-1.7,-0.8,-4,1.8,-4
COc1ccc(N2CCN(C(=O)CSc3ncccc3-c3nc4ccccc4[nH]3)CC2)cc1,-1.3,/,5,4,11,2.7,-0.1,7,1.8,0
c1ccc(-c2noc(-c3cccnc3)n2)cc1,/,-15,2,4,-13,-0.2,-2.0,3,1.7,-23
Cc1ccc(/C(O)=C2/C(=O)C(=O)N(Cc3cccnc3)C2c2ccccn2)cc1 (stereo not given),/,14,4,-6,20,0.3,-0.6,-2,-0.9,/
COc1ccccc1CC1S/C(=N/N=C/c2ccco2)NC1=O (stereo not given),0.4,-6,-4,2,14,-0.8,-0.5,2,-0.9,/
O=C(COC(=O)c1ccccn1)Nc1c(Cl)cccc1Cl,/,8,5,7,-6,0.4,-1.3,-4,0.0,-6
CCOC(=O)c1c(C)[nH]c(C)c1C(=O)Cn1nnc(-c2ccccc2C)n1,/,-5,2,-2,/,-0.2,3.8,18,-0.8,12
CC(=O)N1CCN(S(=O)(=O)c2cccc(C(=O)N(Cc3ccccc3)c3ccc(C)cc3)c2)CC1,0.7,-4,2,/,/,2.7,i,43,-1.1,2
CC(=O)Nc1c(-c2ccc3ccccc3c2)nc2ccccn12,0.4,-27,5,-5,21,0.9,i,4,-1.0,-5
COc1nnc(-c2ccc(C)cc2)c2ccccc12,-1.8,-8,17,7,23,-0.4,-0.3,8,0.5,-7
CC(C)n1nc(C(=O)Oc2ccc(Cl)cc2)c2ccccc2c1=O,/,-15,-3,3,-4,1.3,-0.2,16,0.4,6
COc1ccc(-n2nc(C(=O)NCC(=O)N3CCCCC3)c3ccccc3c2=O)c(OC)c1,0.5,-3,16,2,15,-8.4,-0.3,14,0.7,-10
CC(=O)NCCc1ccc(S(=O)(=O)N2CCCC2)cc1,/,-6,2,-3,6,0.8,/,-2,1.4,6
Cc1nnc(SCC(=O)N2CCN(S(=O)(=O)c3ccc(Cl)cc3)CC2)n(N)c1=O,/,-2,-5,1,12,-0.3,i,-4,1.5,5
CCN(C(=O)CCc1nnc2ccc(NCc3ccco3)nn12)c1ccccc1,1.9,-9,0,2,1,3.4,-0.3,30,-0.4,-18
COC(=O)C1=NN(C(C)=O)C2(CC(=O)N(c3cc(C)cc(C)c3)C2=O)C1 (stereo not given),0.4,-2,-2,3,2,-1.3,-0.6,3,2.4,7
O=C1C2C3CCCC3=C3CCCC3C2C(=O)N1c1ccc(Cl)cc1 (stereo not given),/,5,-6,0,-8,-0.1,-0.3,-3,-0.3,-13
COc1cc(COCC(O)CN2CCN(CCN3C(=O)c4cccc5cccc(c45)C3=O)CC2)cc(OC)c1OC (stereo not given),0.1,1,-2,3,-11,-0.3,-0.3,3,-1.3,15
S=C(NCCc1ccccn1)Nc1ccc(Cl)cc1Cl,0.6,-1,2,-5,28,1.2,-0.2,-13,-1.3,-9
O=C(COC(=O)C12CC3CC(CC(Cl)(C3)C1)C2)Nc1ccccc1,3.4,2,6,/,/,0.4,i,5,6.5,-17
O=C(CSCC(=O)N1CCCCC1)Nc1nc(-c2ccccc2)c(-c2ccccc2)s1,1.0,6,-6,3,4,0.4,-0.3,40,0.3,1
CC(C)C(=O)NC(c1cccs1)c1cc([N+](=O)[O-])c2cccnc2c1O (stereo not given),/,/,1,-2,-4,-1.2,-0.1,-9,1.3,51
CSCCC(NC(=O)c1ccccc1)C(=O)NNC(=O)c1csc(N2CCOCC2)n1 (stereo not given),1.9,6,-2,3,14,-0.4,i,-7,-0.3,-8

# Eleven entries from above, with two lines to a compound:
# The line under a structure holds: TcdB GH inh | CCHF vOTU inh | Anthrax LF prot | 3CLpro inhibitor | DUSP3 inh | BoNT-A LC inh2 | Vc quorum ag | Y pestis TopoI | PfHsp40 rescue | PriA SSB inh
CC1CCCN(C(=O)COC(=O)c2ccc(=O)n(Cc3ccccc3)n2)C1 (stereo not given)
→ 3.1 | 6 | -1 | / | / | -1.6 | i | -1 | / | -10
CC1CCN(C(=O)c2nc[nH]c2C(=O)N2CCc3ccccc3C2)CC1
→ 1.7 | -10 | -4 | / | / | -0.7 | -0.4 | 11 | -1.7 | -3
O=C(c1ncc[nH]1)c1cccs1
→ 1.4 | 5 | -29 | -2 | 9 | -1.7 | -0.8 | -4 | 1.8 | -4
COc1ccc(N2CCN(C(=O)CSc3ncccc3-c3nc4ccccc4[nH]3)CC2)cc1
→ -1.3 | / | 5 | 4 | 11 | 2.7 | -0.1 | 7 | 1.8 | 0
c1ccc(-c2noc(-c3cccnc3)n2)cc1
→ / | -15 | 2 | 4 | -13 | -0.2 | -2.0 | 3 | 1.7 | -23
Cc1ccc(/C(O)=C2/C(=O)C(=O)N(Cc3cccnc3)C2c2ccccn2)cc1 (stereo not given)
→ / | 14 | 4 | -6 | 20 | 0.3 | -0.6 | -2 | -0.9 | /
COc1ccccc1CC1S/C(=N/N=C/c2ccco2)NC1=O (stereo not given)
→ 0.4 | -6 | -4 | 2 | 14 | -0.8 | -0.5 | 2 | -0.9 | /
O=C(COC(=O)c1ccccn1)Nc1c(Cl)cccc1Cl
→ / | 8 | 5 | 7 | -6 | 0.4 | -1.3 | -4 | 0.0 | -6
CCOC(=O)c1c(C)[nH]c(C)c1C(=O)Cn1nnc(-c2ccccc2C)n1
→ / | -5 | 2 | -2 | / | -0.2 | 3.8 | 18 | -0.8 | 12
CC(=O)N1CCN(S(=O)(=O)c2cccc(C(=O)N(Cc3ccccc3)c3ccc(C)cc3)c2)CC1
→ 0.7 | -4 | 2 | / | / | 2.7 | i | 43 | -1.1 | 2
CC(=O)Nc1c(-c2ccc3ccccc3c2)nc2ccccn12
→ 0.4 | -27 | 5 | -5 | 21 | 0.9 | i | 4 | -1.0 | -5

# New compounds follow
SMILES,TcdB GH inh,CCHF vOTU inh,Anthrax LF prot,3CLpro inhibitor,DUSP3 inh,BoNT-A LC inh2,Vc quorum ag,Y pestis TopoI,PfHsp40 rescue,PriA SSB inh
Nc1nc(SCCOc2ccccc2)n[nH]1,/,-9,3,-3,21,0.3,-0.3,11,0.1,-19
Cc1ccc(N2CCN(S(=O)(=O)N3CCOCC3)CC2)cc1C,-0.6,-2,-5,2,3,-0.2,0.4,-5,-0.4,-20
CCCC(C(=O)NC1CCCC1)N(C(=O)Cn1nnc(-c2ccc(C)o2)n1)c1cccc(O)c1 (stereo not given),-0.1,16,-1,10,-2,3.9,-0.9,-1,0.0,-5
O=C(CNc1cccc(S(=O)(=O)N2CCCC2)c1)Nc1ccc(F)c(F)c1,0.5,8,-2,/,/,5.3,-1.4,6,-1.8,-11
COc1ccc(/C=C2\SC(=O)N(CCNC(=O)Cc3coc4cc(OC)ccc34)C2=O)cc1,0.4,1,-1,0,8,0.3,i,22,-0.7,-8
COC(=O)[C@]12CCCCC=C1N(Cc1ccccc1)C(=O)[C@H](CC(=O)NCCCN1CCCC1=O)C2,0.0,10,-4,/,/,-0.4,/,/,/,/
Cn1c(=O)[nH]c(=O)c2c1nc(CN1CCN(c3ccc(F)cc3)CC1)n2CCc1ccccc1,/,11,-1,-1,4,-4.3,i,24,0.1,0
O=C(C[n+]1cccc(/C=N/O)c1)N1CCCc2ccccc21,0.0,-13,-3,0,11,-0.4,-0.2,1,0.8,/
Nc1cc(S(=O)(=O)O)cc([N+](=O)[O-])c1O,-5.7,31*,-2,3,30,-1.0,-0.3,-10,-0.9,8
Cc1cc(=O)oc2cc(OCC(=O)N3CC[C@@]4(O)CCCC[C@H]4C3)ccc12,1.8,-15,-3,4,13,-0.5,-0.6,4,-1.1,-6
O=C(CN=C1NS(=O)(=O)c2ccccc21)OCC(=O)c1ccccc1,-0.1,21,1,-2,29,-0.4,-0.2,-1,-1.3,-8
CCCNC(=O)NCc1ccc(N2CCCC2=O)cc1,/,-2,15,-2,39,1.5,-0.2,-4,-0.1,-7
COc1cc(CNCc2ccc(C)cc2)cc(OC)c1OC,1.7,2,3,-2,-12,-7.0,i,4,0.5,-1
O=C(NC1CCCC1)C(c1cccnc1)N(C(=O)c1ccco1)c1ccc(F)cc1 (stereo not given),1.4,8,5,-1,6,2.6,-0.2,-8,1.2,-3
O=C(N/N=C/c1ccc(Cl)c([N+](=O)[O-])c1)c1ccc2nc[nH]c2c1,/,12,0,1,30,0.9,i,2,1.1,/
COc1cccc(Nc2nc(-c3ccc(O)cc3)cs2)c1,/,-6,-10,-3,32,-1.6,i,-28,-0.8,17
Cc1ccc(-c2nc(CSc3nc4ccccc4c(=O)n3CCO)cs2)cc1,0.5,1,-2,9,3,-0.6,-0.4,-2,0.3,-11
Cc1ccccc1NC(=O)COC(=O)COc1ccc2c(c1)CCC2,3.8,13,/,/,/,/,-3.8,17,-1.1,-16
CN(C)CC/C=C1/c2ccc(F)cc2Sc2ccc(Cl)cc21,9.0,11,/,/,/,/,-0.6,-2,/,19
CCOC(=O)N1CCN(S(=O)(=O)c2ccc(OC)c3ccccc23)CC1,/,6,-2,-2,-5,0.5,-1.3,14,0.4,9
COC(=O)c1ccccc1NC(=O)Nc1cccc(C)n1,0.1,-3,-2,0,40,-0.2,-0.3,0,-0.9,-23
Cc1cc(C(=O)CN2C(=O)CN(C)C2=O)c(C)n1-c1cccc(S(=O)(=O)N2CCOCC2)c1,-0.2,-1,-2,0,-2,0.0,-0.3,-6,-1.8,-2
CCCc1sc(N/N=C/c2ccccn2)nc1-c1ccc(F)cc1,/,/,-2,-6,-5,0.6,i,-6,38*,/
CC(C)(C)OC(=O)NN1CC(=O)N2Cc3[nH]c4ccccc4c3C[C@H]2C1=O,1.4,-15,15,-7,27,2.1,-1.8,-10,?,-6
CCOC(=O)c1ccc(NC(=O)CSc2nc(C)nc3c2c(=O)n(C)c(=O)n3C)cc1,1.5,-3,0,2,25,-0.3,-0.4,-2,2.8,-9
O=C(Cc1c[nH]c2ccccc12)OCC(=O)c1ccccc1,0.4,8,-7,-2,11,1.2,/,5,-0.4,24
CCOC(=O)Cc1c(C)c2c(O)cc(O)cc2oc1=O,/,-159,-3,-2,-9,0.8,-2.2,-5,0.9,4
Cc1ccc(NC(=O)CCCn2nc(C)c3c(C)n(-c4ccccc4)nc3c2=O)c(Cl)c1,1.4,6,-3,6,5,-3.1,-0.3,11,-0.7,-4
Cc1cccc(OCC(=O)NCC2CCCO2)c1C (stereo not given),0.6,9,0,-1,-13,-0.1,-0.3,-3,-0.8,-18

# Source: PubChem BioAssay
